# Jurkat NFkB inh: lowers PMA/ionomycin-induced NF-kB signal in Jurkat cells. actives 0.53% (n = 330,000). inhibition, % at 4 µM. PMA/ionomycin-induced NF-kB luciferase reporter, luminescence; in the data active = inhibition above about 50%
# CHOP UPR activ: activators of apoptotic arm of unfolded protein response (CHOP); CHO-CHOP luciferase reporter, UPR activation, luminescence; percent of tunicamycin response over DMSO baseline; activation, % at 10 µM; actives 0.34% (n = 330,000); AID 449763;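 active = at 10 µM dose, activation of 40% or more, normalized to positive control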;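 note: 100% = tunicamycin at 10 µg/mL and 0% = DMSO alone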
#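 System: CHO-CHOP luciferase reporter cell line; amount: 500 cells/well; buffer or medium: F12 medium containing 10% fetal bovine serum; incubation: 6 h compound exposure at 37 °C after overnight seeding; measured by: luciferase luminescence after 10 min with Steady-Glo reagent; evaluation: % reporter activation, DMSO baseline versus tunicamycin full activation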
# APJ ag: APJ receptor agonism; P35414; CHO-K1 APJ PathHunter beta-arrestin, luminescence; 0% DMSO wells, 100% apelin; activation, % at 20 µM; actives 0.11% (n = 330,000);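 active = activation more than six SD over the plate average, tested at 20 µM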;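 note: 0% = DMSO alone and 100% = apelin-13 at 10 nM; some results filed as inactive read as strong as hits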
#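 Test system: CHO-K1 APJ beta-arrestin complementation cell line. Amount: cell density 1000 per well. Controls: DMSO negative, 10 nM Apelin-13 positive. Signal: luminescent beta-gal fragment complementation, chemiluminescent substrate. Read-out basis: agonist-driven arrestin binding to APJ. Timing: compound stimulation 90 min at 25 °C, detection 60 min.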
# UPR XBP1 act: adaptive UPR (XBP1) activation; activation, % at 20 µM; CHO-XBP1 luciferase reporter, IRE1-XBP1 UPR activation, luminescence; percent of tunicamycin response, DMSO as zero; actives 0.33% (n = 330,000);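 active = versus positive control, 20 µM dose yields 30% or more activation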;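 note: 100% = tunicamycin at 10 µg/mL and 0% = DMSO only wells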
#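 Material: CHO cell line with stable XBP1 luciferase reporter; schedule: 16-18 h cell attachment at 37 °C, then 6 h compound exposure; signal: glow luminescence from Steady-Glo reagent; medium: serum-containing F12 medium, 10% FBS; benchmarks: tunicamycin 10 µg/mL and vehicle-only wells; read-out: percent activation relative to tunicamycin reference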
# 697 NFkB inh: inhibitors of the PMA/ionomycin-induced NF-kB reporter in 697 B cells. 697 B-cell NF-kB luciferase reporter, 16 h. inhibition, % at 4 µM. actives 0.33% (n = 330,000); in the data active = inhibition above about 35%
# Mdm2-MdmX inh: inhibitors of human Mdm2/MdmX interaction. O15151+Q00987. SaOS-2 split-luciferase Mdm2/MdmX complementation, luminescence. inhibition, % at 8 µM. actives 3% (n = 330,000);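 active = inhibition of at least 50% at 8 µM in the primary screen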
# Target sequence (O15151 whole entry, looked up): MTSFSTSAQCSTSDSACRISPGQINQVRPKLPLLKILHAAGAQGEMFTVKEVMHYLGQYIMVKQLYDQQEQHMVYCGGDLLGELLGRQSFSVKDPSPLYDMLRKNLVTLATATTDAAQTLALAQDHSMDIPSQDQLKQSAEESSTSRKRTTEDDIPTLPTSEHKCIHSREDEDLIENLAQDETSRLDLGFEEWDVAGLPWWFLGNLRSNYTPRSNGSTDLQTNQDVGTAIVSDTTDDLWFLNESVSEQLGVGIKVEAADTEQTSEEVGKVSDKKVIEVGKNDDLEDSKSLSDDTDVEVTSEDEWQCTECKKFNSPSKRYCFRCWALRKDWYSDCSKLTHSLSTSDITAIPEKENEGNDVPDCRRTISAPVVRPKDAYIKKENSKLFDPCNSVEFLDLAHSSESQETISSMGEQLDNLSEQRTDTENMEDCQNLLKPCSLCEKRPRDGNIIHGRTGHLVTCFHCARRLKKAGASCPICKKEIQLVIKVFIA
# Target sequence (Q00987 whole entry, looked up): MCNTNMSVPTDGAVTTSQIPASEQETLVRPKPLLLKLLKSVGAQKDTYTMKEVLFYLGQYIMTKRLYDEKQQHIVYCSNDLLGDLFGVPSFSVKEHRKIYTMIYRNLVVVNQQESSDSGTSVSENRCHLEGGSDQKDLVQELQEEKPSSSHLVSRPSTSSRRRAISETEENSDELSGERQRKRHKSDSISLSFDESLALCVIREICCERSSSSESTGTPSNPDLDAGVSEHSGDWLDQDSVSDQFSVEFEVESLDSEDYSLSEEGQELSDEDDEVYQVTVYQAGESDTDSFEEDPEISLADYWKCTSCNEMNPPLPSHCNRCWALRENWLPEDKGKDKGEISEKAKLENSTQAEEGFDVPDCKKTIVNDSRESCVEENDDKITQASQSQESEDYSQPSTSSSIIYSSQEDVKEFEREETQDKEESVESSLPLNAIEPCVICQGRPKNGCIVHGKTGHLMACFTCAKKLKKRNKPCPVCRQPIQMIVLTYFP
# APJ antagonist: blocks the human apelin receptor APJ; CHO-K1 APJ beta-arrestin complementation, luminescence; inhibition, % at 20 µM; actives 0.32% (n = 330,000); AID 2521;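 active = inhibition above about 40% at 20 µM, limit read from the data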;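 note: cells challenged with 10 nM apelin-13 agonist together with compound; plate controls were apelin-13 plus DMSO wells for no effect and DMSO wells lacking apelin-13 for full effect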
# tim23-1 inh: inhibits growth of tim23-1 mutant yeast. AID 463212. S. cerevisiae tim23-1 growth, BacTiter-Glo luminescence, 24 h. actives 1.3% (n = 330,000). inhibition, % at 20 µM;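 active = growth inhibition of the mutant yeast at or above 50%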;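 note: temperature-sensitive mutant grown at 25 °C; plate controls were DMSO-treated mutant yeast for no effect and medium wells lacking yeast for full effect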
# Active calls of the source: *.
cpd	Molecule	UPR XBP1 act	CHOP UPR activ	Mdm2-MdmX inh	697 NFkB inh	APJ antagonist	APJ ag	tim23-1 inh	Jurkat NFkB inh
1	O=C(NCc1ccco1)C1CCCN1C(=O)Nc1ccccc1Cl (stereo not drawn)	-2	0.1	-3	22	-6	1	5	7
2	Cc1cc(C(=O)Nc2cccc3c2O[C@H](CN(C)CC2CC2)[C@@H](C)CN([C@H](C)CO)C3=O)n(C)n1	-2	1.7	-22	-18	-1	3	7	-9
3	COC(=O)c1cccc(Nc2c3c(nc4ccccc24)CCC3)c1	3	3.3	64*	-119	-3	-7	13	44
4	COC(=O)c1ccc(COC(=O)CNC(=O)CNC(=O)c2ccc(OC)cc2)cc1	-1	-0.1	-2	16	13	-5	16	11
5	CCc1nc(SCC(=O)Nc2cc(C)on2)c2c(C)c(C)sc2n1	2	-2.4	12	0	14	-1	-30	2
6	Cc1ccc(C)c(N(C(=O)c2csnn2)C(C(=O)NC2CCCCC2)c2ccccn2)c1 (stereo not drawn)	13	1.2	2	4	15	-1	9	-2
7	C=CCOc1ccc(/C=N/N2C(=O)C(CC(=O)Nc3ccc(F)cc3F)SC2=NC)cc1 (stereo not drawn)	51*	2.0	9	-17	3	-2	15	-21
8	Cc1ccc(S(=O)(=O)CCC(=O)N(C)C2CCCCC2)cc1	-3	2.5	4	18	6	-3	21	3
9	O=C(N/N=C/c1ccco1)c1cc(-c2cccc(Br)c2)nc2ccccc12	-1	7.0	22	14	5	-4	31	8
10	CCOc1ccc(NS(=O)(=O)c2cc(NC(=O)C3CC3)ccc2C)cc1Br	-3	2.9	27	2	9	-2	18	21
11	c1ccc(-c2cc3c(N4CCCCC4)ncnc3s2)cc1	-1	0.1	16	2	6	-2	10	-11
12	O=NNc1nc2ccccc2n1Cc1ccccc1	-5	-2.0	37	3	8	3	-1	0
13	CCCCNC(=O)c1ccc(N2CCOCC2)c(NS(=O)(=O)c2ccc(OC)cc2)c1	2	-1.7	20	10	-26	-5	-3	15
14	FC(F)(F)c1cnc(-c2cnc(-c3cccnc3)nc2)c(Cl)c1	-1	3.3	-64	-27	16	0	2	-27
15	CCOP(=O)(c1ccccc1)C(O)c1ccccc1 (stereo not drawn)	-1	-1.9	-2	-8	-3	-4	-1	-12
16	O=c1cc(-c2ccccc2)nc2n1Cc1ccccc1-2	5	1.8	-15	-7	2	-5	27	-16
17	CCOC(=O)c1nc(C)n(-c2ccc(Cl)cc2)n1	2	1.0	-17	3	11	0	6	-7
18	COc1ccc(C2C(C#N)=C(N)OC3=C2C(=O)CC(C)(C)C3)cc1Cn1cc([N+](=O)[O-])cn1 (stereo not drawn)	1	-1.5	13	-4	16	-2	7	5
19	CCS(=O)(=O)Nc1cc(C(=O)OC)ccc1C(=O)OC	-2	0.5	13	25	-4	1	5	-18
20	COc1ccc(C2C(C#N)=C(N)Oc3cc(N)ccc32)cc1 (stereo not drawn)	-1	1.0	3	-13	-25	4	-23	-1

# Record cards, as listed above. Values in the order: UPR XBP1 act | CHOP UPR activ | Mdm2-MdmX inh | 697 NFkB inh | APJ antagonist | APJ ag | tim23-1 inh | Jurkat NFkB inh
# CCOc1ccc(NS(=O)(=O)c2cc(NC(=O)C3CC3)ccc2C)cc1Br is entered as -3 | 2.9 | 27 | 2 | 9 | -2 | 18 | 21
# CCOC(=O)c1nc(C)n(-c2ccc(Cl)cc2)n1 is entered as 2 | 1.0 | -17 | 3 | 11 | 0 | 6 | -7
# Cc1ccc(S(=O)(=O)CCC(=O)N(C)C2CCCCC2)cc1 is entered as -3 | 2.5 | 4 | 18 | 6 | -3 | 21 | 3
# COc1ccc(C2C(C#N)=C(N)Oc3cc(N)ccc32)cc1 (stereo not drawn) is entered as -1 | 1.0 | 3 | -13 | -25 | 4 | -23 | -1
# CCc1nc(SCC(=O)Nc2cc(C)on2)c2c(C)c(C)sc2n1 is entered as 2 | -2.4 | 12 | 0 | 14 | -1 | -30 | 2

# The listing picks up, repeating the 3 entries before the break.
cpd	Molecule	UPR XBP1 act	CHOP UPR activ	Mdm2-MdmX inh	697 NFkB inh	APJ antagonist	APJ ag	tim23-1 inh	Jurkat NFkB inh
18	COc1ccc(C2C(C#N)=C(N)OC3=C2C(=O)CC(C)(C)C3)cc1Cn1cc([N+](=O)[O-])cn1 (stereo not drawn)	1	-1.5	13	-4	16	-2	7	5
19	CCS(=O)(=O)Nc1cc(C(=O)OC)ccc1C(=O)OC	-2	0.5	13	25	-4	1	5	-18
20	COc1ccc(C2C(C#N)=C(N)Oc3cc(N)ccc32)cc1 (stereo not drawn)	-1	1.0	3	-13	-25	4	-23	-1
21	COc1ccc(-c2cc(N)n(S(=O)(=O)c3ccc(F)cc3)n2)cc1OC	-3	0.4	-27	-34	8	0	-2	-8
22	COc1cccc(/C=N/NC(=O)C(=O)N2CCCC2)c1OC	1	-2.0	12	-21	-28	1	27	1
23	C[C@H](CO)N1C[C@H](C)[C@@H](CN(C)C(=O)Nc2ccccc2)Oc2ccc(NC(=O)NC3CCCCC3)cc2C1=O	1	0.6	18	20	17	-1	-5	18
24	CCOc1ccc(CN2CCCN(C)CC2)cc1	2	-0.3	-8	-9	-10	1	4	-16
25	CCCNc1nc2c(c(=O)[nH]c(=O)n2C)n1CCOc1ccccc1	5	3.2	9	3	-15	-2	-3	-7
26	O=C1CCCN1CN(C(=O)c1ccc2c(c1)OCO2)c1ccc(F)cc1	4	-1.0	-9	-4	-1	-4	-9	12
27	CC[C@H](C)C(C(=O)N1CCN(C(=O)OC(C)(C)C)CC1)n1cc(C(Cc2ccc(O)cc2)NC(=O)OC(C)(C)C)nn1 (stereo partly drawn)	-2	1.8	-5	18	-1	0	8	8
28	CC(=O)c1cc(C#N)c(NCCCN(C)C)nc1C	-1	1.1	4	9	-4	1	-10	10
29	CCCCOC(=O)CCc1nc2ccccc2[nH]c1=O	1	-1.5	19	12	11	-1	8	1
30	O=C(NCC(c1ccco1)N1CCOCC1)c1ccccc1 (stereo not drawn)	-2	-0.8	13	1	25	-6	20	4
31	CCOC(=O)c1cc(-c2ccccc2)sc1NC(=O)C(C)N1C(=O)c2ccccc2C1=O (stereo not drawn)	3	0.7	-28	15	1	-3	-11	13
32	CCOC(=O)c1nn(-c2ccc(Cl)cc2)c2nnc(Cc3ccc(C)cc3)c(=O)n12	-1	3.0	4	-10	-16	5	6	1
33	O=C(CSc1ccc(Br)cc1)NCC1CCCO1 (stereo not drawn)	0	-1.8	4	-4	18	-2	21	-3
34	O=C(NCC1CCCO1)c1cc(S(=O)(=O)N2CCOCC2)ccc1Cl (stereo not drawn)	-4	0.7	9	11	23	-4	-7	-4
35	COc1cc(S(=O)(=O)NCc2ccc3c(c2)OCO3)ccc1Cl	-1	0.7	19	12	-3	-2	29	-3
36	Cc1ccc(-n2nc3c(c2NC(=O)c2ccc(F)c(F)c2)CS(=O)(=O)C3)cc1	-4	-0.4	5	-1	12	4	12	5
37	Cc1cc(=O)oc2ccc(OCC(=O)O)cc12	-4	2.0	-6	9	-3	-4	-2	8
38	COC(=O)c1ccc(NC(=S)NC2CCCCC2)cc1	2	2.6	6	-34	-4	-3	24	-37
39	O=C(c1cn(CC(=O)N2CCCCC2)c2ccccc12)C1CC1	-2	-1.8	15	4	12	-6	-1	6
40	CC1CCN(CCCN2C(=O)C3C(C(=O)Nc4cccc(Cl)c4)C4C=CC3(O4)C2C(=O)NC2CCCCC2)CC1 (stereo not drawn)	2	2.1	10	5	17	0	-30	7

# Quoted from the listing:
# no. 28 in APJ ag = 1
# no. 24 in tim23-1 inh = 4
# no. 29 in APJ antagonist = 11
# no. 30 in UPR XBP1 act = -2
# no. 34 in UPR XBP1 act = -4
# no. 39 in APJ ag = -6

# Records listed above that bear a hit mark in UPR XBP1 act.
cpd | compound | UPR XBP1 act | Mdm2-MdmX inh | 697 NFkB inh | APJ antagonist | APJ ag | Jurkat NFkB inh
7 | C=CCOc1ccc(/C=N/N2C(=O)C(CC(=O)Nc3ccc(F)cc3F)SC2=NC)cc1 (stereo not drawn) | 51* | 9 | -17 | 3 | -2 | -21

# Continued.
cpd	Molecule	UPR XBP1 act	CHOP UPR activ	Mdm2-MdmX inh	697 NFkB inh	APJ antagonist	APJ ag	tim23-1 inh	Jurkat NFkB inh
41	COc1ccc(-c2sc3ccc(OC)cc3c2C#Cc2ccccn2)cc1	2	5.5	40	-11	7	1	22	-33
42	Cn1c(CC(=O)Nc2ccc(Cl)c(Cl)c2)nnc1SCC(=O)N1CCN(c2ccccc2)CC1	-1	-0.7	41	15	8	-4	-9	6
43	CC1C(=O)Nc2ccccc2N1C(=O)C1CC1 (stereo not drawn)	-3	0.7	13	5	-5	1	-5	-1
44	O=C1CC(N2CCOCC2)C(=O)N1c1cccc(Cl)c1 (stereo not drawn)	-3	1.0	-4	1	14	-5	25	5
45	CC(Sc1nnnn1C)C(=O)NC(=O)NC1CCCCC1 (stereo not drawn)	1	1.9	-7	8	16	-3	-1	-19
46	O=C1CCCCCN1C(=O)c1ccc(C(=O)N2CCCCCC2=O)cc1	-3	0.8	20	-1	-20	-7	-16	-10
47	NS(=O)(=O)c1cc(C(=O)N2CCc3ccccc32)c(Cl)cc1Cl	2	1.2	16	-45	10	-3	-6	-9
48	COc1ccc(N=C2S/C(=C\c3ccc(OCC(=O)O)cc3)C(=O)N2CCc2c[nH]c3ccccc23)cc1	-5	-1.6	1	9	-32	-3	19	-1
49	COc1ccc([N+](=O)[O-])cc1NS(=O)(=O)c1ccc(Cl)c(C(=O)Nc2sc3c(c2C#N)CCCCC3)c1	2	3.6	23	-10	26	-3	-12	-8
50	O=C(O)CC(CC(=O)Nc1ccc2ccccc2n1)c1ccccc1 (stereo not drawn)	-4	-0.7	1	11	-14	3	11	0
51	Cn1cc(Br)c(C(=O)N/N=C/c2cc3ccccc3nc2Cl)n1	4	2.8	22	-2	9	-7	14	-2
52	CCN(CC)S(=O)(=O)N1CCC(C(=O)NC2CCCC2)CC1	0	-1.2	-10	19	-13	-1	-7	-9
53	O=C(c1cccc(S(=O)(=O)N2CCCC2)c1)c1cccc(S(=O)(=O)N2CCCC2)c1	-5	-1.1	30	5	9	-4	5	19
54	Cn1c(=O)n(Cc2ccccc2)c2ccccc21	-2	-1.0	20	11	20	-5	14	1
55	CCCCN(C)Cc1c(C(=O)N2CCc3ccccc3C2)nc2ccc(Cl)cn12	-2	-0.3	-35	-1	-1	-3	25	0
56	Cc1ccc(S(=O)(=O)N2CCCC2)cc1[N+](=O)[O-]	0	0.6	-18	10	2	-3	-4	10
57	CC(C)C[C@H](NC(=O)N1CCn2c1nc1ccccc12)C(=O)N[C@@H](C(=O)O)c1ccccc1	0	-1.4	9	8	15	-4	-2	2
58	COc1ccc(C)cc1NC(=O)CCc1ccc(S(=O)(=O)N2CCOCC2)cc1	1	-1.2	14	14	-4	-1	13	10
59	CCCCN(CC)CCNS(=O)(=O)c1ccc2c(c1)oc(=O)n2C	2	-1.5	13	15	-7	-5	-4	2
60	CN(c1ccc(OCC(=O)Nc2nc(-c3ccccc3)cs2)cc1)S(=O)(=O)c1ccc(F)cc1	-3	-0.6	1	-23	11	0	21	15
61	CC(=O)n1nc(-c2cccnc2)nc1NCc1cccs1	0	0.9	24	7	-16	0	13	0

# Bioassay records deposited in PubChem BioAssay by Sanford-Burnham Center for Chemical Genomics.

# The order is random (roughly 5% active in at least one column).
